# IL1B secr inh: inflammasome signaling inhibition, IL-1 beta readout. THP-1 LPS/ATP IL-1B secretion, AlphaLISA, 16 h; active compounds read low. activity change, % at 57.5 µM. hit rate 4.7% among 360,000. AID 743279; in the data active = activity change below about -50%; inconclusive = mostly about -30% to -49%; also: % is scaled to controls: 0 for no effect and ±100 for the full control effect
#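 Secreted IL-1B measured by AlphaLISA bead assay after 16 h compound exposure of THP-1 cells; compounds (final up to 57.5 uM) added 1 h before LPS (250 ng/mL) and ATP (1.25 mM) stimulation; lower signal means less secretion.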
# SW480 rerep: inducers of DNA re-replication in SW480 colon cancer cells; AID 624297; hit rate 1.8% among 340,000; Potency, µM (series often up to 46.1 µM), inactives show at the top dose re-replication activation, actives largely listed as activators; SW480 DNA re-replication, Hoechst DNA content imaging, 48 h; also: potency is read from the fitted curve at half-maximal effect; % of control where 0% means no effect; nearly all actives have a fitted effect of over 55% in size
#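 Image-based read-out: total Hoechst fluorescence of nuclei (405 nm excitation, 500-530 nm emission), with hits raising the fraction of high-intensity nuclei. SW480 colon cells incubated 48 hr with compounds at 37 C.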
# HT1080 IDH1KD tx: kills HT-1080 cells with IDH1 knockdown | HT-1080 IDH1 knockdown viability, ATP luminescence, 48 h | Potency, µM (highest dose often 46.1 µM), without a hit: at the top dose activity, negative = toxicity, actives largely listed as cytotoxic | hit rate 2% among 360,000;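 also: potency is read from the fitted curve at half-maximal effect; 0% = DMSO wells and -100% = cell-free medium wells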
#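 Assay cells: HT-1080 with IDH1 knockdown, 750 per well, RPMI/5% FBS. Exposure: 48 h at 37 °C following 2 h pre-incubation. Read: CellTiter-Glo luminescence; fitted concentration-response, curve class assigned.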
# HT1080NT lethal: kills 2HG-producing HT-1080-NT fibrosarcoma cells; HT-1080-NT fibrosarcoma viability, CellTiter-Glo ATP luminescence, 48 h; Potency, µM (highest dose often 46.1 µM), inactives show at the highest dose activity, negative = less viability, usual class: cytotoxic; AID 686970; hit rate 1.6% among 360,000;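 also: NT is the 2HG producing partner of a matched IDH1 knockdown line; potency is read from the fitted curve at half-maximal effect; 0% = DMSO-treated cells and -100% = media-only wells without cells; nearly all actives have a fitted effect of over 55% in size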
#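 Luminescent CellTiter-Glo readout after 48 hours of compound exposure at 37 degrees C defined viability of HT-1080-NT cells. Activity was normalized to DMSO wells and cell-free media wells; concentration-response curves were fitted and assigned curve classes.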
# MCF10A rereplic: induces DNA re-replication in MCF 10a normal breast cells; MCF 10A DNA re-replication, Hoechst nuclear intensity, 48 h; Potency, µM (top dose mostly 46.1 µM), without a hit: at the highest dose activity, positive = re-replication, most hits filed as activators; hit rate 2.9% among 350,000; also: potency is read from the fitted curve at half-maximal effect; % of control where 0% means no effect; nearly all actives have a fitted effect of over 50% in size
# S2 tox: cell viability loss in ATXN counter-screen; AID 651635; hit rate 0.49% among 400,000; S2 cells (HEK-293 line with an ATXN2-luciferase reporter) viability, CellTiter-Fluor protease fluorescence, 24 h; Potency, µM (highest dose often 56.7 µM), usual class: cytotoxic; also: potency is read from the fitted curve at half-maximal effect; nearly all actives have a fitted effect of over 40% in size
# KB-3-1 tox: kills parental KB-3-1 adenocarcinoma cells | KB-3-1 viability, CellTiter-Glo ATP luminescence, 72 h | Potency, µM (series often up to 46.1 µM), for the others: at the highest dose activity change, negative = cytotoxic, most hits filed as cytotoxic | hit rate 1.4% among 400,000 | AID 1347075; also: potency is read from the fitted curve at half-maximal effect; % is scaled to controls: 0 for no effect and ±100 for the full control effect; nearly all actives have a fitted effect of over 60% in size
#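 Cells are dispensed, compounds pinned in, plates held at 37 °C for 72 h, then CellTiter-Glo is added and luminescence read after 10 minutes. Cell line: parental KB-3-1 in phenol-red-free DMEM, 10% FBS.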
# HepG2 viability: counter-screen for TGF-b inhibitors: cytotoxicity in HepG2 cells. hit rate 0.76% among 410,000. HepG2 CAGA-GFP viability, ATP luminescence, 18 h. Potency, µM (top dose mostly 46.1 µM), without a hit: top-dose activity change, negative = cytotoxicity, actives largely listed as cytotoxic; also: potency is read from the fitted curve at half-maximal effect; some results filed as inactive show a strong effect at the top dose
#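 CellTiter-Glo luminescence gave cytotoxicity after 18 hours at 37 degrees C. The cells were HepG2 CAGA-GFP in 1% FBS DMEM, stimulated with 500 pg/mL TGF-beta after compound addition. %Activity was normalised to no-cell wells (complete cell-killing) and DMSO (no toxicity), and curves were fitted and classified.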
# ATXN2 expr inh: reduces ATXN2 reporter expression in HEK-293 cells | hit rate 0.72% among 360,000 | Potency, µM (series often up to 57 µM), without a hit: at the highest dose activity change, negative = inhibition, usual class: inhibitors | HEK-293 ATXN2-luciferase reporter, luminescence, 24 h; also: potency is read from the fitted curve at half-maximal effect; % is scaled to controls: 0 for no effect and ±100 for the full control effect; nearly all actives have a fitted effect of over 55% in size
#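 ATXN2-luciferase reporter cells (luciferase flanked by upstream and downstream ATXN2 gene portions) were treated 24 h at 37 °C with compounds at up to 57 uM. SteadyGlo luminescence gave expression; GF-AFC fluorescence gave viability.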
# * = called active by the depositor; i = inactive; ? = inconclusive; . = not tested or not shown; & = joins results of further samples; [ ] = remark or other dose. Unless noted, calls follow the shape of the dose curve; as a rule, active = well fitted curve in the direction sought with a large enough effect; inconclusive = small, poorly fitted or top-dose-only effect, or another doubt; inactive = no such curve, though single readings can be large; an effect the other way counts as inactive or inconclusive. Only part of the results is shown; the hit share may differ from the screen's.
no.	Molecule	IL1B secr inh	SW480 rerep	HT1080 IDH1KD tx	HT1080NT lethal	MCF10A rereplic	S2 tox	KB-3-1 tox	HepG2 viability	ATXN2 expr inh
1	COc1ccc(OC)c2c1CCC1NCCOC21 (stereo not given)	7	1%	0%	15%	0%	i	-1%	15%	0%
2	N#C/C(=C\c1ccc(O)cc1)C(=O)O	-7	5%	14%	?	-5%	i	0%	-3%	7%
3	CN1CCN(c2cc(N3CCCCCC3)c(F)cc2[N+](=O)[O-])CC1	-56*	?	0%	-7%	7%	i	-19%	-39%	-16%
4	C[C@H](NC(=O)CCC(=O)N1C[C@H]2C[C@H](C1)c1cccc(=O)n1C2)c1ccccc1	11	0%	9%	8%	3%	i	0%	-24%	7%
5	CCC(C(=O)N1CCC2(CC1)OCCO2)c1ccccc1 (stereo not given)	14	-16%	6%	3%	3%	i	0%	7%	1%
6	CC(=O)N1CN2CN(C(C)=O)CC(C(=O)c3ccc(Br)cc3)(C2)C1	40	-6%	18%	23%	0%	i	2%	5%	5%
7	CN1C(=O)C(=Cc2ccccc2OCc2ccc(Cl)cc2)C(=O)N(C)C1=O	-6	-3%	?	?	0%	i	4%	6%	-2%[11.3 µM]
8	CCN(C(=O)COC(=O)Cc1ccccc1)c1c(N)n(Cc2ccccc2)c(=O)[nH]c1=O	2	-3%	4%	5%	15%	i	2%	-1%	.
9	CCCc1nc2ccccc2c(=O)n1-c1cccc(OC)c1	-15	-6%	-9%	-6%	-6%	i	-2%	-3%	-16%
10	Cc1ccc(N2Cc3ccccc3C2=N)cc1[N+](=O)[O-]	10	2%	1%	2%	9%	i	0%	2%	-10%
11	Cn1c(=O)oc2cc(S(=O)(=O)Nc3cccc(F)c3)ccc21	3	-6%	2%	-2%	6%	i	-5%	-36%	-6%
12	CCOP(=O)(Cc1cc(C(=O)CC)c(C)o1)OCC	15	-21%	1%	0%	0%	i	0%	-11%	6%

# By substructure: the compounds so far containing an aryl methoxy group
no.	Molecule	IL1B secr inh	SW480 rerep	HT1080 IDH1KD tx	HT1080NT lethal	MCF10A rereplic	S2 tox	KB-3-1 tox	HepG2 viability	ATXN2 expr inh
1	COc1ccc(OC)c2c1CCC1NCCOC21 (stereo not given)	7	1%	0%	15%	0%	i	-1%	15%	0%
9	CCCc1nc2ccccc2c(=O)n1-c1cccc(OC)c1	-15	-6%	-9%	-6%	-6%	i	-2%	-3%	-16%

# Carrying on:
no.	Molecule	IL1B secr inh	SW480 rerep	HT1080 IDH1KD tx	HT1080NT lethal	MCF10A rereplic	S2 tox	KB-3-1 tox	HepG2 viability	ATXN2 expr inh
13	COC(=O)C1=C(c2cccc(C#N)c2)C[C@@H]2CC[C@H]1N2C(=O)NC1CC1	-2	-19%	9%	?	7%	i	16%	8%	8%
14	CCOC(=O)c1c(NS(=O)(=O)c2ccccc2)n(CCCOC)c2nc3ccccc3nc12	-96*	?	?	?	13%	.	10%	-1%	-12%
15	CSc1ccc(Cl)c(C(=O)OCC(=O)N2CCN(C(=O)c3ccco3)CC2)c1	-10	?	8%	0%	0%	i	18%	-6%	-4%
16	COC(=O)C1=C(c2ccccc2)C[C@@H]2CC[C@H]1N2C(=O)NCCS(C)=O (stereo not given in full)	48	0%	2%	3%	11%	i	12%	-1%	4%
17	O=C1CN=C(c2ccccc2)c2cc(Br)ccc2N1Cc1cc(=O)n2ccccc2n1	-15	-5%	10%	8%	0%	i	-15%	-6%	-7%
18	CN1C(=O)C(=Cc2ccc(Sc3ccccc3)o2)C(=O)N(C)C1=O	-6	-3%	-4%	8%	0%	i	-1%	-27%	1%
19	COC(=O)C1=C(c2ccc(F)cc2F)C[C@@H]2CC[C@H]1N2C(=O)NCCO	25	-6%	19%	12%	-2%	i	9%	2%	6%
20	CC[C@H](C)/C=C(C)/C=C/C1=CC2=C(Cl)C(=O)[C@@](C)(OC(C)=O)C(=O)C2=CO1	-13	-3%	-3%	24%	7%	?	5%	-45%	-36%
21	CC(=NC1CCN(Cc2ccccc2)CC1)c1c(O)n(C)c(=O)n(C)c1=O	-13	-1%	1%	-1%	11%	i	1%	-11%	-3%
22	C=C(C)C1(CCCC)C(=O)NC(=S)NC1=O	11	0%	22%	10%	-2%	i	29%	6%	11%
23	CCOC(=O)CSc1ccc(C(=O)N2CCC3(CC2)OCCO3)cc1[N+](=O)[O-]	11	-13%	0%	1%	2%	i	-3%	1%	0%
24	COc1ccc(-c2nc3ccccc3c(=O)n2-c2nccs2)cc1	0	-18%	0%	-3%	6%	.	5%	-32%	.
25	O=[N+]([O-])c1cc(O)c(O)c([N+](=O)[O-])c1	69	-3%	-16%	-23%	?	?	0%	-39%	3%
26	CCN(CCCl)Cc1ccccc1Br	20	?	5%	29%	?	i	0%	-11%	-3%
27	CCOc1ccc(CCNC(=O)c2cc3c(-c4ccc(OC)c(OC)c4)nn(C)c3s2)cc1OCC	.	.	.	.	.	?	-2%	-20%	?
28	O=c1c2ccccc2nc(CSc2ncnc3nc[nH]c23)n1-c1ccc(Cl)c(Cl)c1	12	0%	3%	-1%	?	?	12%	4%	-5%
29	COc1ccccc1-n1c(O)c(C=Nc2c(C)n(C)n(-c3ccccc3)c2=O)c(=O)[nH]c1=O	22	23µM*	0%[9.24 µM]	9%	?	i	5%	-3%	3%
30	Cc1ccccc1CN1CCN(Cc2ccccc2)CC1	5	4%	-4%	3%	7%	i	-16%	-8%	-2%
31	CC(C)CN1CCN(Cc2cccc3c2OCO3)CC1CCO (stereo not given)	15	-3%	-2%	-3%	9%	i	1%	-18%	-3%
32	C[C@]12CCC3C(CC[C@H]4C[C@H](O)[C@H](O)C[C@]34C)C1CC[C@@H]2O (stereo not given in full)	14	-1%	0%	-1%	-1%	i	-2%	-13%	5%
33	Cn1cc(C(=O)OCC(=O)NC2(C#N)CCCCC2)c2ccccc21	-16	-1%	2%	13%	-3%	i	11%	-4%	3%
34	CC1=C(C)CC2(CC1)C(=O)NC(=O)NC2=O	15	-1%	23%	14%	0%	?	2%	-1%	11%
35	CCOC(=O)C1C(=O)N(C)C2(C)CC1c1ccccc1O2 (stereo not given)	-7	-3%	10%	16%	7%	i	0%	4%	60%[activator]
36	CC12CCC3c4ccc(OC(=O)N(CCCl)CCCl)cc4CCC3C1CCC2O (stereo not given)	-25	?	?	?	21µM*	?	?	-37%	-31%
37	CCCNC(=O)N1[C@H]2CC[C@@H]1C(C(=O)OC)=C(c1ccc(S(C)(=O)=O)cc1)C2	-2	19%[9.22 µM]	14%	11%	2%	i	0%	-11%	7%
38	O=c1c2ccccc2nc(CNc2ccccc2)n1-c1ccccc1	17	1%	-14%	0%	-2%	i	15%	-26%	3%
39	Cc1cccc(OCC(O)CN2CC2)c1 (stereo not given)	?	.	16%	3%	.	?	-6%	1%	.
40	CNCCc1nc(N)n[nH]1	21	3%	-2%	0%	0%	?	4%	6%	-6%
41	CC/C(=N\Nc1ccccc1)c1c(O)[nH]c(=O)[nH]c1=O	-12	-20%	3.3µM*	?	17%	?	-31%	-1%	.
42	COc1ccc(-n2nnnc2C(c2ccnc3ccccc23)N2CCC3(CC2)C(=O)NCN3c2ccccc2)cc1 (stereo not given)	0	.	?	?	.	.	-1%	6%	?
43	Nc1ccc(Sc2ccc(N)cc2)cc1	-4	-5%	2%	4%	8%	i	12%	-2%	8%
44	COc1cc2c(c(OC)c1O)-c1ccc(OC)c(=O)cc1C(NC(=O)C(F)(F)F)CC2 (stereo not given)	32	0.12µM*	?	0.013µM*	?	?	?	-5%	-5%
45	COC(=O)C1=C(c2ccc(C(C)=O)cc2)C[C@@H]2CC[C@H]1N2C(=O)NCCNC(C)=O	9	1%	8%	-5%	4%	i	6%	0%	7%
46	Fc1cccc(F)c1-c1nc(-c2ccc(Cl)cc2)no1	-1	-3%	2%	6%	6%	i	0%	3%	78%[activator]
47	CNC1(c2ccccc2Cl)CCCCC1=O (stereo not given)	10	-1%&4%&-6%	5%	21%	?	i	0%	-1%	-6%
48	CN(C)C(Cc1ccccc1)C(=O)c1ccc(-c2ccccc2)cc1 (stereo not given)	-21	?	-14%	-4%	?	i	1%	-5%	-11%
49	CCCC1=C(C(=O)OCC)C2(C(=O)Nc3ccccc32)C(C#N)=C(N)O1 (stereo not given)	7	-11%	-9%	-5%	-2%	i	3%	0%	16%
50	CCOC(=O)c1c(C)n(Cc2ccco2)c2ccc(OC)cc12	17	7%	-9%	-2%	23%	i	9%	10%	-3%
51	CCCCn1c(NS(=O)(=O)c2ccccc2)c(C(=O)OCC)c2nc3ccccc3nc21	-23	16µM*	-15%	?	6.5µM*	.	-9%	-10%	-17%
52	CCOC(=O)c1sc(/N=C/c2c(O)n(-c3cccc(C)c3)c(=O)[nH]c2=O)c(C#N)c1C	6	2%	8%	20%	?	i	0%	2%	-1%
53	O=C(O)c1cccc2nc3ccccc3nc12	15	8.2µM*	1%	-7%	0%	?	0%	-64%	-9%
54	COc1ccc(CCn2c(O)c(C=NCCCO)c(=O)[nH]c2=O)cc1OC	11	-21%	18%	23%	1%	i	17%	13%	3%
55	O=C(c1ccco1)c1cn(Cc2ccccc2Cl)c2ccccc12	-16	6%	?	5%	-5%	i	?	-20%	-11%
56	CC[N+](CC)(CC)CCCCCCCCCC[N+](CC)(CC)CC	25	6%	12%[9.24 µM]	3%	?	i	-27%	5%	2%
57	O=C(Nc1ccccc1OC(=O)N1CCOCC1)N1CCOCC1	-10	-1%	13%	15%	2%	i	-2%	-13%	0%
58	CC[C@H]1CC2CN3CCc4c([nH]c5cc(OC)ccc45)[C@](C(=O)OC)(C2)[C@H]13	4	0.73µM*	-2%	3%	?	i	0%	-29%	-1%
